SIAE inh = human SIAE inhibitors, primary screen, biochemical, fluorescence polarization, FP-Rh probe, 1536-well HTS. SIAE FP-Rh probe binding. Sialate O-acetylesterase (Homo sapiens), Q9HAT2. actives 0.69% (n = 370,000). AID 1053197, 2014. inhibition, % at 9.66 µM;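 active = inhibition above a cutoff: mean of compounds within the control limits plus 3 SD of those, cut at about 17% in these data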;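 also: 0% = plate median of compound wells and 100% = probe without SIAE protein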
Target sequence (Q9HAT2 whole entry, looked up): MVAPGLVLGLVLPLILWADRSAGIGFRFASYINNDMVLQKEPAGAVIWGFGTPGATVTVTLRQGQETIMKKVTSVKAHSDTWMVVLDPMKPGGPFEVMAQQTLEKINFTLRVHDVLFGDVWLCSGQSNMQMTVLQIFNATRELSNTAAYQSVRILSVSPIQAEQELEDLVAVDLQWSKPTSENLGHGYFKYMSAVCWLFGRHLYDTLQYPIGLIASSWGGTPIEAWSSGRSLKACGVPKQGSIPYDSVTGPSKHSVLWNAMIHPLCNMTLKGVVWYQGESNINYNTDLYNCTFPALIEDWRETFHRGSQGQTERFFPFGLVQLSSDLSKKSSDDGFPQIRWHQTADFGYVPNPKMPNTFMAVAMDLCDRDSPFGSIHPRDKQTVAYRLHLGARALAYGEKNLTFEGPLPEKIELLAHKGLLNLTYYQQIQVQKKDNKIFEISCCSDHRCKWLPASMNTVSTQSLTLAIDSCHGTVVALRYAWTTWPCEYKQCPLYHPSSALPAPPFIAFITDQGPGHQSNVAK
LEDGF integ inh = blockers of LEDGF/p75-dependent integrase strand transfer – biochemical, TR-FRET, high throughput, primary screen; TR-FRET IN-LEDGF/p75 DNA integration, Eu/Cy5; inhibition, % at 3.7 µM; AID 743269, 2014; actives 0.64% (n = 370,000);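 active = inhibition above the screen-wide mean plus 3 SD, cut at about 13% in these data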;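 also: signal is the Cy5 over europium emission ratio at 671 and 618 nm; 0% = plate median of compound wells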
DDE Tn6 FP inh = inhibitors of Tn6 peptide binding to fibrin DD(E), primary screen, biochemical, fluorescence polarization, human fibrin, Tn6 probe; Fibrin DD(E) TRITC-Tn6 fluorescence polarization displacement; Fibrinogen beta chain (Homo sapiens), P02675; actives 0.21% (n = 370,000); inhibition, % at 8.3 µM;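 active = inhibition above a per-campaign cutoff: mean of compounds within control limits plus 3 SD, cut at about 15% in these data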;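 also: 0% = median of all compound wells on the plate and 100% = blocking peptide control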
Tn7 DDE FP = inhibitors of Tn7 peptide binding to fibrin DD(E), primary screen, biochemical, fluorescence polarization, human fibrin, Tn7 probe; Fibrinogen beta chain (Homo sapiens), P02675; FP displacement of FITC-Tn7 peptide from fibrin DD(E); 0% = median of compound wells per plate; inhibition, % at 8.3 µM; actives 0.13% (n = 370,000); AID 720508, 2013;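 active = inhibition above the mean of compounds falling within the control limits plus 3 SD of them, cut at about 14% in these data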;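 also: 0% = plate median of compound wells and 100% = 10 µM Aha-Tn7 peptide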
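assay system = human clot-derived fibrin DD(E) complex | quantity = Fibrin-DD(E) at 2 µM final | timing = 10 min preincubation, 3 h with tracer, room temperature | signal = fluorescence polarization | measure = percent inhibition | benchmarks = high control wells with 10 µM unlabelled Aha-Tn7 peptide (full inhibition) | replicates = singlicate testing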
TDP2 absorb = human TDP2 enzyme inhibitors, primary screen, biochemical, epi absorbance, recombinant enzyme. T5PNP hydrolysis, p-nitrophenol absorbance 415 nm. inhibition, % at 12.8 µM. actives 0.34% (n = 370,000);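 active = inhibition above the mean of all tested compounds plus 3 SD, set per campaign, cut at about 25% in these data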;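 also: 0% = DMSO with enzyme and 100% = buffer with substrate but no TDP2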
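Assay system: Recombinant human TDP2 | Quantity: 120 nM TDP2 per well | Incubation: 2 h at 37 °C | Signal: Epi absorbance | Evaluation: Percent inhibition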
UHRF1 MBD2 ctr = UHRF1 methylated DNA binding inhibitors, primary screen, counter-screen for MBD2 inhibitor project, biochemical, TR-FRET, human UHRF1, single concentration; E3 ubiquitin-protein ligase UHRF1 (Homo sapiens), Q96T88; UHRF1 binding to methylated oligo; inhibition, % at 4.4 µM; actives 0.75% (n = 370,000); AID 687016, 2013; in the data active = inhibition above about 21%;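 also: UHRF1 SRA domain binding a hemimethylated CpG hairpin DNA probe; 0% = median of test compound wells and 100% = reference inhibitor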
TCR-CD3 inh = inhibitors of human TCR-CD3 interaction, primary screen, biochemical, fluorescence, TAMRA-labeled TCR probe. T-cell receptor (TCR). inhibition, % at 9.4 µM. actives 0.37% (n = 360,000); in the data active = inhibition above about 19%;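 also: recombinant mutant TCR 2C K166C tagged with TAMRA read by polarization; 0% = receptor in buffer alone and 100% = receptor with positive control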
proKLK7 act = proKLK7 zymogen activators, primary screen, biochemical, fluorescence intensity. Kallikrein-7 (Homo sapiens), P49862. purified proKLK7, EDANS-DABCYL substrate fluorescence; 100% is mature enzyme control, 0% vehicle. activation, % at 7 µM. actives 0.9% (n = 370,000). AID 652039, 2013;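 active = activation above the mean of all tested compounds plus 3 SD, computed per campaign excluding outliers beyond control limits, cut at about 13% in these data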
PRMT1 FP inh = PRMT1 methyltransferase inhibitors, primary screen, biochemical, fluorescence polarization | recombinant PRMT1, activity-based probe fluorescence polarization | inhibition, % at 2.79 µM | actives 1.3% (n = 370,000);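 active = inhibition above about 21% made by adding two undisclosed values, limit read from the data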
Target sequence (Q99873 whole entry, looked up): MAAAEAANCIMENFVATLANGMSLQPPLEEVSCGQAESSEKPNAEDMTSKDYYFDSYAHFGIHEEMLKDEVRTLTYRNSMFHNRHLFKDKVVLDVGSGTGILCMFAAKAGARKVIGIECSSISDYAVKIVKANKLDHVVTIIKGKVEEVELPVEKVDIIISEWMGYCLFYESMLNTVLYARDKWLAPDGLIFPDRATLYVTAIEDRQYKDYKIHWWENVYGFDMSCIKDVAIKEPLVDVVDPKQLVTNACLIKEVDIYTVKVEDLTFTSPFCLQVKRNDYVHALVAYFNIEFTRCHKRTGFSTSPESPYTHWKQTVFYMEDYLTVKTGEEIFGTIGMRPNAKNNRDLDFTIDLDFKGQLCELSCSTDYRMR
MBD2 DNA inh = inhibitors of MBD2 binding to methylated DNA, primary screen, biochemical, TR-FRET, DNA-binding domain, human. actives 0.31% (n = 370,000). MBD2 binding to methylated oligonucleotide. AID 686964, 2013. inhibition, % at 4.4 µM; in the data active = inhibition above about 13%
* = called active by the depositor.

canonical_smiles,SIAE inh,LEDGF integ inh,DDE Tn6 FP inh,Tn7 DDE FP,TDP2 absorb,UHRF1 MBD2 ctr,TCR-CD3 inh,proKLK7 act,PRMT1 FP inh,MBD2 DNA inh
Cc1oc(C)c2c(=O)ccc3c(c12)OC(N)=C(C#N)C3c1ccccc1Cl (stereo not drawn),-6,1,0,-1,-11,-3,-2,-0.3,9,-7
COc1ccc(C(CC(=O)O)NC(=O)Nc2ccccc2)cc1OC (stereo not drawn),2,0,-4,-3,7,-2,4,-0.9,-3,-1
CCOC(=O)C1CCN(C(=O)c2ccc(OCC(=O)Nc3cccc(C(F)(F)F)c3)c(OC)c2)CC1,-1,-5,5,4,-8,2,-10,-0.6,0,2
Cc1ccnc(SCC(=O)NC2CC2)n1,-4,1,3,4,5,0,-1,0.8,7,-2
Cc1ccc2oc(C(=O)N3CCN(Cc4ncccc4C)CC3)c(C)c2c1,4,0,3,10,17,-4,8,0.2,-4,-8
O=C(/C=C/c1ccc(Cl)cc1)Nc1ccc(Br)cn1,1,-5,-1,1,-1,2,-4,0.0,3,3
Cc1cc([N+](=O)[O-])c(C(C)(C)C)cc1N,4,1,4,-1,9,0,5,0.3,0,-8
Cc1cc(/C=C(\C#N)C(=O)NCc2cccs2)c(C)n1-c1ccccc1F,-5,0,2,-12,-2,-2,0,0.2,-1,-3
CC(=O)N1CCN(c2ccc(Oc3nc(-c4ccccc4)nc4ccccc34)cc2)CC1,7,0,-8,0,8,-2,-6,0.3,3,-1
CC(=O)/C(=C/N(C)C)Sc1ccc(C)cc1,-2,-1,-4,-5,9,3,2,0.2,-4,4
O=C(Nc1ccc(C(=O)N2CCCc3ccccc32)cc1)c1cccs1,-10,-5,-5,2,4,0,3,-0.1,-1,2
CC1CCCCC1NC(=O)c1ccc(CSc2nc3ccncc3[nH]2)cc1 (stereo not drawn),0,-5,-7,5,10,-1,5,0.3,-1,3
CC(C)Sc1nc2c(cnn2-c2ccc(Cl)cc2)c(=O)[nH]1,-6,1,3,4,7,-1,-1,-0.2,-2,4
CCC(C(=O)NC1CCCC1)N(C(=O)Cn1nnc(-c2ccc(OC)c(OC)c2)n1)C1CCCCC1 (stereo not drawn),-4,-6,6,2,-13,2,0,0.7,2,2
NC(=O)c1ncn([C@@H]2O[C@H](C(=O)N[C@H](Cc3c[nH]c4ccccc34)C(=O)N3CCN(CC(=O)N4CCCC4)CC3)[C@@H](O)[C@H]2O)n1,4,-1,1,-2,2,1,3,-0.1,-5,-2
C/C=C(/C)C(=O)Nc1cccc(C2=NOC3(C2)C[C@@H](C(N)=O)N(C(=O)[C@H]2CCC(=O)N2)C3)c1 (stereo partly drawn),-2,2,0,12,6,0,2,0.1,0,2
NC(=O)COC(=O)c1sc2ccccc2c1Cl,-11,-2,-5,5,-2,3,-10,-0.3,4,6
Clc1cccc(OCCCCCN2CCOCC2)c1,9,1,9,7,-13,-3,-6,-0.7,-5,-6
COc1ccc(S(=O)(=O)N2CCCCC2)cc1NC(=O)c1ccc([N+](=O)[O-])o1,13,-2,2,1,18,0,-2,0.9,1,1
CN(C(=O)CSc1cccc[n+]1[O-])c1ccccc1,-2,4,0,-3,-2,-2,-7,-0.6,-2,0
CCOC(=O)c1c(S(=O)(=O)N2CCCC(C(=O)Nc3ccc(C)cn3)C2)c(C)n(C)c1C (stereo not drawn),1,0,9,-3,5,2,5,0.0,0,-3
O=C(O)c1c(NC(=O)N(CCO)Cc2ccccc2)sc2c1CCCC2,2,3,0,-4,2,2,-5,-0.8,5,-1
CN1CCn2cnc(C(=O)NCCCCCNC(=O)OC(C)(C)C)c2C1=O,10,-1,3,6,10,0,0,-0.4,1,0
COC(=O)[C@@]1(Cc2ccc(OC)cc2)[C@H]2c3cc(C(=O)N4CCCC4)n(Cc4ccc(C)c(F)c4F)c3C[C@H]2CN1C(=O)c1ccccc1,7,1,-4,-3,1,-2,1,0.9,2,1
S=C(NC1CC1)N1CCc2ccccc2C1,4,-8,-6,0,-1,5,-1,0.6,0,-3
CN1C[C@@H]2[C@@H]3C(=O)N(Cc4ccccc4)C(=O)[C@@H]3[C@](C)(C1=O)N2C(=O)c1ccc(Cl)cc1,5,-1,-2,-5,-1,2,-1,0.1,-4,-4
CCOC(=O)Cc1c(C)nc2c(-c3ccccc3)cnn2c1C,-3,-2,5,0,2,14,-1,-2.5,3,4
COc1cccc(CC(=O)N2CCCC(CCC(=O)N3CCN(c4ccccn4)CC3)C2)c1 (stereo not drawn),2,5,-3,-9,-11,0,2,0.5,1,2
CCNc1nc(NCC)n2c(SCC(=O)O)nnc2n1,-5,5,6,-5,-2,-3,-1,0.2,-3,-3
CCN(CC)CCCN(C(=O)c1ccccc1F)c1nc(-c2ccc(OC)cc2)cs1,3,-2,-4,0,5,-2,0,1.3,1,-1

canonical_smiles,SIAE inh,LEDGF integ inh,DDE Tn6 FP inh,Tn7 DDE FP,TDP2 absorb,UHRF1 MBD2 ctr,TCR-CD3 inh,proKLK7 act,PRMT1 FP inh,MBD2 DNA inh
S=c1[nH]nc(-c2ccco2)n1/N=C/c1ccccc1,-2,1,0,10,-1,4,1,-0.4,6,12
NC(=S)NC1CC2C=CC1C2 (stereo not drawn),12,3,1,-1,0,0,12,0.0,-5,-2
CCOc1ccccc1C(=O)N1c2ccccc2Sc2ccccc21,1,2,-1,6,0,7,0,0.6,1,-4
CCN(CC)c1ccc(NC(=O)CN2CCN(c3ccc(F)cc3)CC2)cc1,5,0,-1,4,0,1,-5,-0.3,4,2
COC(=O)C1CN(C(=O)COc2ccccc2C)c2ccccc2O1 (stereo not drawn),-2,3,0,11,2,0,2,0.4,1,5
Cn1c(CNC(=O)CCNC(=O)c2ccccc2)cc(=O)n(C)c1=O,-1,-2,-4,-2,-7,4,-9,-0.5,2,0
O=C(CSc1ccccc1C(=O)O)NCc1ccc(Cl)cc1,4,-5,-2,3,2,0,5,0.6,2,3
COC(=O)C1=C(C)N(c2cccc3ccccc23)C(=O)C1,8,0,-6,-2,-5,1,3,-0.3,1,4
COc1ccc(S(=O)(=O)N2CCOC2CNC(=O)C(=O)NCc2ccc3c(c2)OCO3)cc1C (stereo not drawn),-2,3,-1,-2,-1,2,0,0.9,4,3
Cc1ccc(-c2nnc(-c3ccccc3)c(-c3ccccc3)n2)cc1,-10,-2,-6,1,5,3,-2,-0.2,2,4
O=C(NCc1ccccc1Br)c1ccco1,7,3,12,5,-4,0,-2,0.4,2,-2
CCN1CCN(CCOc2ccc(Br)cc2C)CC1,4,0,8,2,7,-1,6,0.4,-2,-3
COc1ccc(N=c2scc(C)n2CCCN2CCCC2=O)cc1,7,-5,3,3,-4,2,-5,-0.7,5,3
NC(=O)c1ncn([C@@H]2O[C@H](CNCc3cnc(N4CCOCC4)nc3)[C@@H](O)[C@H]2O)n1,1,-1,3,6,3,2,-1,-0.3,4,-8
O=C(NCCc1ccc(S(=O)(=O)N2CCCC2)cc1)c1cccs1,6,-3,0,3,-16,3,-3,0.0,0,-4
COc1ccc(-n2nc(C(=O)NCC(=O)N3CCC(C(N)=O)CC3)c3ccccc3c2=O)cc1,2,-1,5,2,6,-1,-4,-0.4,0,7
COc1ccccc1NC(=O)c1ccc(-c2ccccc2[N+](=O)[O-])o1,-15,0,-1,-2,1,-2,2,0.4,2,-1
Nc1ccc(NC(=O)c2ccccc2)c2c1C(=O)c1ccccc1C2=O,3,-2,-3,0,11,-1,-1,-0.4,1,-1
CCCCC[C@H]1CN(CCCC)C(=O)[C@@H]1CC(=O)NCc1ccccc1,-1,2,0,4,-5,19,-4,0.6,1,10
O=C(COC(=O)c1cccs1)NCc1ccco1,0,1,6,4,5,5,8,-0.2,5,-3
Cc1ccccc1S(=O)(=O)N1C[C@H]2CON(C)[C@H]2C[C@H]1c1cccc(Oc2ccccc2)c1,1,-6,8,5,1,2,-4,-0.6,1,3
COc1ccccc1Oc1ccc(NC(=O)c2ccc(Cl)cc2)cc1,-5,3,-10,-6,-2,4,6,-0.1,-3,9
CCCCNC(=O)CSc1nc2ccc(Nc3nc(N4CCOCC4)nc(N4CCOCC4)n3)cc2s1,-1,6,-8,-8,-10,0,1,-0.6,-3,1
COc1ccc(NC(=O)CSc2ccccc2)cn1,0,0,-8,-3,-2,1,-1,-0.2,3,-6
Cc1noc(C)c1COc1cccc(C(=O)OCC(=O)N2CC(=O)Nc3ccccc32)c1,-7,-1,-7,7,-14,-2,2,-0.2,1,0
O=S(=O)(NN1CCOCC1)c1cc(Cl)cc(Cl)c1O,8,-4,-4,-1,9,1,0,-0.2,3,-2
Cc1ccc(C2OCC(C)([N+](=O)[O-])CO2)cc1 (stereo not drawn),3,0,14,1,2,1,-2,1.0,0,-4
CN(CCc1ccccn1)C(=O)Nc1ccc(F)cc1,-4,1,3,-8,6,0,1,-0.2,0,-5
COC(=O)N1CCCCC1c1cc(C(=O)N2CCOCC2)no1 (stereo not drawn),-3,3,4,1,-5,-2,1,0.5,-3,-2
Cc1nn(-c2ccccc2)c(C)c1/C=C/C(=O)OCC(=O)Nc1ccc(C(N)=O)cc1,0,-9,-5,2,-8,4,13,0.3,5,1
O=C(CSCCOc1ccccc1)NCc1ccncc1,-5,-2,-2,1,8,7,-4,-0.2,0,0
Cc1cc2c(c(SCC(=O)N(C)c3ccccc3)n1)C(=O)OC2,-5,-1,1,-3,0,6,3,0.2,1,1

Full records, quoted from the list. Values in the order: SIAE inh | LEDGF integ inh | DDE Tn6 FP inh | Tn7 DDE FP | TDP2 absorb | UHRF1 MBD2 ctr | TCR-CD3 inh | proKLK7 act | PRMT1 FP inh | MBD2 DNA inh
Cc1noc(C)c1COc1cccc(C(=O)OCC(=O)N2CC(=O)Nc3ccccc32)c1 as listed: -7 | -1 | -7 | 7 | -14 | -2 | 2 | -0.2 | 1 | 0
O=C(CSc1ccccc1C(=O)O)NCc1ccc(Cl)cc1 as listed: 4 | -5 | -2 | 3 | 2 | 0 | 5 | 0.6 | 2 | 3
COc1ccc(S(=O)(=O)N2CCOC2CNC(=O)C(=O)NCc2ccc3c(c2)OCO3)cc1C (stereo not drawn) as listed: -2 | 3 | -1 | -2 | -1 | 2 | 0 | 0.9 | 4 | 3

Screening results as filed in PubChem BioAssay.

Rows were taken by chance (roughly 4.6% active in at least one column).
